From PubChem BioAssay
Rac1 wt modul: modulators of human Rac1 wildtype GTP binding. P63000. AID 757. 0.27% of 190,000 active. GTP binding activity (% of control), % at 10 µM. GST-Rac1 beads, fluorescent GTP binding, flow cytometry; actives lie on both sides; 0 = cold GTP competed, 100 = untreated;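 active = GTP binding activity at least 20 points away from the 100% control level, either lower or higher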
Cdc42 wt: changes GTP binding to wildtype human Cdc42 | P60953 | GST-Cdc42 beads, Bodipy-GTP binding, flow cytometry; actives lie on both sides | percent activity (GTP binding), % at 10 µM | 0.2% of 190,000 active;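 active = percent activity GTP binding at least 20 points away from the 100% baseline, either down as inhibitor or up as activator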;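 also: median bead fluorescence of bound Bodipy-FL-GTP at 100 nM; 0% = excess unlabeled GTP control and 100% = no compound control; below 100% means less GTP binding so inhibitor and above means activator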
Target sequence (P60953 whole entry, looked up): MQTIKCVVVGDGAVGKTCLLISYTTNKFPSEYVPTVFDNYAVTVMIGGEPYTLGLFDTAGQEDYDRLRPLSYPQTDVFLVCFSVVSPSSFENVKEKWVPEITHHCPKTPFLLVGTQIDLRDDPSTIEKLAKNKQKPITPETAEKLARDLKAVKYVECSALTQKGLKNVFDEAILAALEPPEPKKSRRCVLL
Mcl-1 Bim block: disrupts Bim peptide binding to human Mcl-1; Bead-based flow cytometry, Bim peptide-Mcl-1 binding; inhibition, % at 10 µM; Q07820; 0.1% of 190,000 active; AID 1009; in the data active = inhibition above about 40%;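 also: 0% = no compound tracer wells and 100% = peptide blocker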
Target sequence (Q07820 whole entry, looked up): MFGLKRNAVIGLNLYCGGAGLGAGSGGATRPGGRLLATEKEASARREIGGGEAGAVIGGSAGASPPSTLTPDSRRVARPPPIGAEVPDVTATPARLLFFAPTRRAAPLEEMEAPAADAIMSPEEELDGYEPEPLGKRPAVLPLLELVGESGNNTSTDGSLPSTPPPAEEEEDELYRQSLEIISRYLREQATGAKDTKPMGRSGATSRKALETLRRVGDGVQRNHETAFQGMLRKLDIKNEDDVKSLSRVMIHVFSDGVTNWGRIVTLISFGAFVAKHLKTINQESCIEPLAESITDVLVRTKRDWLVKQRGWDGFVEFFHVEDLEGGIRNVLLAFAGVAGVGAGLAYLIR
Rab7 wt GTP bind: alters GTP binding to wildtype dog Rab7 | GST-Rab7 beads, fluorescent GTP binding, flow cytometry; actives lie on both sides; untreated = 100%, excess cold GTP = 0% | GTP binding activity (percent of control), % at 10 µM | 0.055% of 190,000 active;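 active = fluorescent GTP binding to Rab7 beads changed by at least 20 points from the 100% baseline, either direction, mostly lower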;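 also: median green fluorescence of bound Bodipy-FL-GTP per Rab7 bead population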
Rab2 wt GTP: changes GTP binding to wildtype dog Rab2A, up or down; GTP binding activity, % at 10 µM; GST-Rab2 wt beads, Bodipy-GTP binding, flow cytometry; P61105; AID 760; 0.19% of 190,000 active;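 active = GTP binding activity at least 20 points away from 100%, either lowered or raised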;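 also: 0% = beads with excess unlabeled GTP and 100% = no-compound control corrected for plate trend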
Mcl1 Bid PPI: disrupts binding of human Mcl-1 to Bid peptide | TR-FRET Mcl-1/Bid-Dy647 peptide binding, 1536-well | AID 1021 | inhibition, % at 21.7 µM | 0.97% of 220,000 active;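 active = compounds that cut the binding signal by more than half at the single screening dose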;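 also: His-tagged Mcl-1 with europium anti-His antibody binding Bid BH3 peptide; 0% = Mcl-1 plus peptide wells and 100% = peptide-only wells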
Rac1 act GTP bind: modulators of GTP binding to human Rac1 activated mutant; P63000; GST-Rac1 activated beads, fluorescent GTP binding, flow cytometry; actives lie on both sides; 100% means binding = to untreated wells; percent activity (GTP binding), % at 10 µM; 0.11% of 190,000 active; AID 764;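 active = GTP binding at least 20 percentage points away from the 100% baseline, in either direction, so actives lie on both sides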
Pf gametocyte: inhibitors of late stage P. falciparum gametocyte viability; P. falciparum stage V gametocytes, ATP luminescence, 24 h; inhibition, % at 10.9 µM; 0.065% of 150,000 active; AID 743093;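 active = inhibition above the mean plus 3 SD of compounds within the control limits, set per campaign, cut at about 38% in these data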;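 also: 0% = DMSO wells and 100% = medium only without gametocytes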
HRas wt GTP bind: human HRas wildtype GTP binding, change in either direction. GST-Ras wt beads, Bodipy-FL-GTP binding, flow cytometry; actives lie on both sides. GTP binding activity, % at 10 µM. P01112. 0.14% of 190,000 active;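 active = GTP binding activity at least 20% away from the 100% baseline, either lowered as inhibitor or raised as activator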;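 also: 0% = unlabeled GTP competition control and 100% = no-compound control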
Target sequence (P01112 whole entry, looked up): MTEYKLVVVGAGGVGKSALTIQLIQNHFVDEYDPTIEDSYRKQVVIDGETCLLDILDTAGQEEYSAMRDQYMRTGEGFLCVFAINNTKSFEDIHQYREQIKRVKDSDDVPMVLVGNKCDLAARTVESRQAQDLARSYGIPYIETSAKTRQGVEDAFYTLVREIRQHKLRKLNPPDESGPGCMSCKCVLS
RGS8-Gao reg: regulators of human RGS8-Galphao interaction | P09471 | multiplexed bead flow cytometry, RGS8-Galphao binding; actives lie on both sides | response (percent of control binding), % at 10 µM | 0.34% of 220,000 active; in the data active = response below about 60% or above about 140%; inactive = in between;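 also: Galphao activated as the GDP aluminium fluoride complex binding bead-coupled RGS8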
Mcl1-Noxa inh: Mcl-1/Noxa interaction inhibition; Q07820; TR-FRET Mcl-1/Noxa peptide binding, 2 h; inhibition, % at 21.7 µM; 1.5% of 220,000 active;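 active = compounds that cut the protein-peptide binding signal by more than 50% relative to plate controls in a single-dose test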;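 also: His-tagged Mcl-1 with rhodamine Noxa BH3 peptide and terbium anti-His antibody; 0% = Mcl-1 plus Noxa peptide wells and 100% = peptide-only wells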
* hit, by the source's call; . = no result given.

Values run as follows: Rac1 wt modul	Cdc42 wt	Mcl-1 Bim block	Rab7 wt GTP bind	Rab2 wt GTP	Mcl1 Bid PPI	Rac1 act GTP bind	Pf gametocyte	HRas wt GTP bind	RGS8-Gao reg	Mcl1-Noxa inh
N#C/C(=C/c1ccc([N+](=O)[O-])cc1)C(=O)Nc1ccccc1O
 : 98.0	91.0	-3.0	94.0	93.0	-32.5	97.0	-3.8	96.0	101.7	28.2
Fc1ccccc1-c1ccc(/C=N/Nc2nc3ccccc3[nH]2)o1
 : 104.0	101.0	-2.0	101.0	100.0	-110.6	103.0	16.5	102.0	106.0	-13.7
Cc1ccc2[nH]c(=O)c(COC(=O)C3CCCO3)cc2c1 (stereo not given)
 : 99.0	97.0	0.0	96.0	96.0	-2.1	97.0	0.8	98.0	94.0	2.8
COc1ccc(CCNC(=O)COc2ccc(S(=O)(=O)NC(C)C)cc2Cl)cc1OC
 : 100.0	98.0	0.0	101.0	100.0	14.8	98.0	.	101.0	100.5	11.3
COC(=O)C1=C(C)NC(C)=C(C(=O)OC)C1/C=C/c1ccccc1
 : 101.0	98.0	-3.0	99.0	97.0	-14.2	96.0	.	99.0	101.9	6.0
Nc1nc(-c2ccc(Cl)cc2)c(S(=O)(=O)c2ccccc2)s1
 : 98.0	91.0	-1.0	101.0	99.0	-7.2	94.0	.	98.0	99.0	9.1
COc1cc(C)nc(Oc2ccc(OCc3ccccc3)nn2)n1
 : 105.0	102.0	0.0	103.0	100.0	-7.1	103.0	.	102.0	101.1	6.5
Cc1ccc(NC(=O)Cn2c([N+](=O)[O-])cnc2C)cc1
 : 101.0	98.0	-2.0	104.0	97.0	-9.4	95.0	10.7	102.0	109.2	7.5
O=C1c2ccccc2C(=O)c2c1ccc1c(=O)n(-c3ccccc3)[nH]c21
 : 102.0	98.0	-2.0	101.0	94.0	-71.0	97.0	.	98.0	104.2	22.4
CCN(C(=O)COC(=O)/C=C/c1c(C)nn(Cc2ccc(C)cc2)c1C)C1CCS(=O)(=O)C1 (stereo not given)
 : 100.0	97.0	-3.0	99.0	98.0	-17.9	99.0	-6.7	97.0	93.4	13.9
CC(=O)CC1(O)C(=O)N(CN2CCN(c3ccccc3)CC2)c2ccccc21 (stereo not given)
 : 108.0	106.0	0.0	105.0	104.0	-62.9	102.0	.	106.0	99.5	-8.5
CCN(CC)C(=O)CSc1nnc(-c2cc(OC)cc(OC)c2)o1
 : 97.0	97.0	-4.0	100.0	99.0	-11.3	97.0	.	98.0	101.1	-4.4
COc1cccc(C2=NNC(=NCc3ccccc3)SC2)c1
 : 96.0	94.0	-1.0	102.0	98.0	-17.9	94.0	26.1	99.0	104.7	10.1
Cc1ccc(NC(=O)C(C)NS(=O)(=O)c2ccc(F)cc2)cc1C (stereo not given)
 : 113.0	104.0	1.0	111.0	105.0	-4.8	101.0	-18.9	103.0	94.4	16.9
COCCCNC(=O)/C=C1\Sc2ccccc2N(Cc2ccccc2F)C1=O
 : 87.0	90.0	1.0	104.0	95.0	-15.1	92.0	-11.4	94.0	105.8	7.0
COc1cccc(-c2nc(NCC3CCCO3)c3ccccc3n2)c1O (stereo not given)
 : 98.0	97.0	1.0	92.0	96.0	-11.8	95.0	.	96.0	103.3	32.3
CCOc1ccc(NS(=O)(=O)c2ccc(N)cc2)cc1
 : 102.0	99.0	0.0	99.0	101.0	-12.9	99.0	.	99.0	96.1	-5.0
CC(C)=C1Cc2ccccc2C1=O
 : 97.0	96.0	2.0	101.0	98.0	-41.5	93.0	.	95.0	98.7	-2.5
CN(Cc1cccc(C(F)(F)F)c1)Cc1nc(-c2cnccn2)no1
 : 98.0	94.0	-3.0	94.0	95.0	-28.1	95.0	.	96.0	98.3	-5.6
CCC1CCCCN1C(=O)c1cc(-c2ccc(Cl)c(Cl)c2)on1 (stereo not given)
 : 105.0	104.0	-4.0	104.0	100.0	-9.8	98.0	.	100.0	100.7	10.6
COc1ccc(Cc2nnc(NC(=O)c3ccco3)s2)cc1OC
 : 107.0	101.0	0.0	99.0	99.0	-25.2	97.0	.	100.0	98.1	9.2
Cc1cn(C2OC(COC(=O)c3ccccc3)C(O)C2Cl)c(=O)[nH]c1=O (stereo not given)
 : 98.0	97.0	1.0	102.0	98.0	-35.4	95.0	8.6	99.0	101.5	-0.4
COc1ccc(Br)cc1C1NC(=O)NC(C)=C1C(=O)N(C)C (stereo not given)
 : 104.0	106.0	3.0	103.0	102.0	-4.0	100.0	-6.5	103.0	102.2	9.7
Cc1nnc(SCC(=O)Nc2cccc(C(F)(F)F)c2)[nH]c1=O
 : 103.0	100.0	-6.0	99.0	97.0	3.3	96.0	-18.8	99.0	102.7	16.6
COCCNC(=S)N1CCC(C(=O)c2ccc3c(c2)OCCO3)CC1
 : 100.0	94.0	6.0	99.0	97.0	-21.5	93.0	18.1	96.0	100.6	16.2
Cc1cc(NC(=O)c2ccc(S(=O)(=O)N(C)CC3CCCO3)cc2)no1 (stereo not given)
 : 102.0	105.0	-1.0	97.0	98.0	-7.5	99.0	6.5	99.0	97.6	8.6
COc1ccnc(Oc2ccccc2)c1-c1ncn[nH]1
 : 98.0	97.0	-2.0	97.0	98.0	-23.5	97.0	12.7	97.0	101.0	19.6
CCNC(=O)C12CCC(C)(C(=O)C1Br)C2(C)C (stereo not given)
 : 103.0	100.0	-5.0	103.0	104.0	13.3	99.0	5.0	103.0	102.4	-3.1
COc1cc(NS(=O)(=O)c2ccc(Br)s2)cc(OC)c1
 : 95.0	97.0	-2.0	96.0	95.0	-9.3	92.0	-13.7	96.0	103.7	26.8
CCC(c1nnnn1CCOC)N(Cc1cc2cc(C)c(C)cc2[nH]c1=O)CC1CCCO1 (stereo not given)
 : 113.0	105.0	-3.0	104.0	102.0	-49.1	101.0	-2.1	103.0	101.2	-28.3
COc1nc(C)nc2c1sc1nc3c(cc12)COC(C)(C)C3
 : 108.0	103.0	-4.0	99.0	101.0	0.4	103.0	24.3	102.0	101.3	24.4
CCOc1ccccc1N1CCN(C(=O)c2cc3c(s2)CCC3)CC1
 : 98.0	100.0	0.0	97.0	98.0	-11.8	96.0	.	100.0	102.2	34.1
O=C(OCCN1C(=O)c2ccccc2C1=O)c1cc(=O)[nH]c2ccccc12
 : 104.0	102.0	-2.0	97.0	99.0	-12.5	103.0	-1.4	99.0	98.7	-15.6
O=C(Nc1nc(-c2ccccc2)cs1)c1ccc2c(c1)S(=O)(=O)c1ccccc1C2=O
 : 99.0	101.0	0.0	96.0	98.0	29.9	101.0	10.5	100.0	92.5	40.1
CCc1ccccc1NS(=O)(=O)c1ccc2[nH]cc(C(=O)NC3CCCC3)c(=O)c2c1
 : 101.0	100.0	-2.0	100.0	98.0	65.9*	97.0	-28.7	97.0	105.1	71.7*
CCCc1[nH]nc2c1C1(CCN(C(=O)OCc3ccccc3)CC1)C(C#N)=C(N)O2
 : 100.0	96.0	1.0	99.0	97.0	-16.5	94.0	.	99.0	93.1	2.8
CN1CCc2c(OCC(=O)N3CCC(Cc4ccccc4)CC3)cccc2C1=O
 : 92.0	98.0	-3.0	107.0	98.0	-9.7	94.0	-8.8	99.0	101.7	8.1
Cc1ccc(N(C)S(=O)(=O)c2cccc(C(=O)NC3=NCCS3)c2)cc1
 : 97.0	99.0	0.0	99.0	99.0	-25.4	98.0	.	102.0	100.3	-17.9
COC(=O)C(C(=O)Nc1nc2ccccc2s1)C1CCCC1 (stereo not given)
 : 96.0	98.0	-1.0	103.0	98.0	-11.1	95.0	-13.8	98.0	100.6	-0.8
COc1ccc(-c2nc3ccccc3n2CCC(C)C)cc1OC
 : 99.0	98.0	0.0	100.0	98.0	-8.8	97.0	7.9	99.0	100.4	0.7
Cc1cc(C)n(-c2nc3ccccc3c(=O)n2OCC(N)=O)n1
 : 103.0	102.0	-2.0	102.0	102.0	-9.7	99.0	4.9	102.0	96.9	0.6
Cc1ccc(-n2c(SCC(=O)Nc3ncc(Cl)cc3Cl)nc3ccccc32)cc1
 : 98.0	92.0	-2.0	96.0	93.0	-10.5	94.0	1.0	95.0	76.9	19.1
Cc1cc(C)c(C#N)c(SC(F)F)n1
 : 105.0	102.0	-1.0	103.0	104.0	-0.5	101.0	.	105.0	99.3	-17.5
O=C(NCc1cccnc1)c1cn(-c2ccccc2)nc1-c1ccccc1
 : 96.0	96.0	-1.0	104.0	98.0	-29.6	97.0	15.5	96.0	102.5	-1.5
COC(=O)c1cc(C#N)c(N2CCOCC2)nc1C
 : 97.0	97.0	4.0	96.0	95.0	-14.9	93.0	18.0	97.0	101.8	0.2
COc1ccc(C(C)=O)cc1CSc1nnc(Nc2ccc(C)cc2C)s1
 : 99.0	99.0	0.0	97.0	95.0	-13.5	95.0	3.6	96.0	99.8	-17.3
C/C(N)=C(/C#N)C(=O)CSc1nc2ccccc2c(=O)n1CCCO
 : 100.0	100.0	-1.0	99.0	100.0	-26.1	100.0	.	98.0	101.1	8.6
C/C(=N\NC(=S)Nc1ccccc1C)c1ccc(O)cc1
 : 99.0	93.0	-4.0	101.0	96.0	-30.3	95.0	.	95.0	101.5	-1.9
O=C(CCCSc1nc2ccccc2[nH]1)NC1=NCCS1
 : 101.0	102.0	16.0	100.0	102.0	-58.6	99.0	8.0	104.0	99.5	8.0
CCCCCc1c(C)nc(N2CCOCC2)[nH]c1=O
 : 103.0	104.0	-3.0	99.0	102.0	-5.4	101.0	.	102.0	101.5	11.2

Next entries.
Values run as follows: Rac1 wt modul	Cdc42 wt	Mcl-1 Bim block	Rab7 wt GTP bind	Rab2 wt GTP	Mcl1 Bid PPI	Rac1 act GTP bind	Pf gametocyte	HRas wt GTP bind	RGS8-Gao reg	Mcl1-Noxa inh
Cc1cccc2cc(COC(=O)c3ccccc3)c(=O)[nH]c12
 : 105.0	106.0	-1.0	99.0	102.0	3.6	100.0	.	103.0	103.7	-3.7
O=S(=O)(c1ccc(Cl)cc1)c1cnc(-c2cccnc2)nc1-c1ccccc1
 : 106.0	99.0	-4.0	101.0	101.0	-9.3	98.0	6.1	102.0	99.5	1.8
CC(Sc1nc2ccccc2c(=O)n1Cc1ccco1)C(=O)c1ccccc1 (stereo not given)
 : 106.0	105.0	-2.0	99.0	103.0	-3.8	98.0	.	101.0	99.7	1.9
CC(=O)N(O)CCCCCNC(=O)CCC(=O)N(O)CCCCCNC(=O)CCC(=O)N(O)CCCCCN
 : 102.0	103.0	-2.0	102.0	102.0	-7.3	99.0	.	101.0	51.4*	1.6
Cc1cc(C)c2nc(SCC(=O)NCCC3=CCCCC3)cc(C)c2c1
 : 101.0	96.0	-4.0	102.0	98.0	-6.7	98.0	-13.4	98.0	98.0	5.7
Cc1ccc(OCC(=O)NNC(=O)C(=O)N2CCCC2)c(C)c1
 : 101.0	101.0	-3.0	105.0	99.0	-13.0	100.0	.	102.0	138.2	9.4
